Screening results as filed in PubChem.
NR5A2 inv ag: suppresses constitutive activity of human LRH-1; O00482; hit rate 0.13% among 360,000; AID 602396; HEK293T StAR-luciferase reporter, LRH-1 transfected, 24 h; inhibition, % at 3.6 µM;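 active means inhibition above the mean inhibition of all tested compounds plus 3 SD, cut at about 73% in these data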;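 further: 0% = DMSO wells and 100% = reporter-only cells lacking LRH-1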
TLR9-MyD88 inh: inhibitors of human TLR9-MyD88 binding | Q9NR96+Q99836 | CHO BLA complementation TLR9-MyD88, CCF4 FRET ratio | inhibition, % at 4.98 µM | hit rate 0.21% among 340,000 | AID 504734;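 active means inhibition above the mean over all tested compounds plus 3 SD, cut at about 21% in these data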;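 further: 0% = DMSO only wells and 100% = clavulanate BLA inhibitor control wells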
NCOA1 inh: human NCOA1 inhibition; HEK293 GAL4-SRC1 luciferase reporter, luminescence; AID 588354; Q15788; hit rate 0.12% among 360,000; inhibition, % at 3.6 µM;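 active means inhibition above the campaign mean plus 3 SD, with each screening campaign given its own cutoff, cut at about 60% in these data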;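 further: 0% = DMSO treated cells and 100% = gossypol at 36 µM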
NCOA3 inh: human NCOA3 inhibition | Q9Y6Q9 | HEK293 GAL4-SRC3 luciferase reporter, luminescence | hit rate 0.17% among 360,000 | inhibition, % at 3.6 µM;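 active means inhibition above a per-campaign cutoff, the mean of all compounds plus 3 SD, cut at about 60% in these data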;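 further: 0% = DMSO-treated cells and 100% = gossypol-treated cells at 36 µM; higher means less SRC3-driven luciferase light from the GAL4 reporter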
ABHD5 PLIN5 PPI: ABHD5-PLIN5 protein interaction inhibition. Q00G26+Q8WTS1. Split G. princeps luciferase complementation, luminescence, 4 h. inhibition, % at 4 µM. hit rate 0.78% among 360,000. AID 602281;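 active means inhibition above the mean inhibition across every tested compound plus 3 SD, cut at about 22% in these data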;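 further: 0% = DMSO only wells and the 100% control is not disclosed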
Target sequence (Q00G26 whole entry, looked up): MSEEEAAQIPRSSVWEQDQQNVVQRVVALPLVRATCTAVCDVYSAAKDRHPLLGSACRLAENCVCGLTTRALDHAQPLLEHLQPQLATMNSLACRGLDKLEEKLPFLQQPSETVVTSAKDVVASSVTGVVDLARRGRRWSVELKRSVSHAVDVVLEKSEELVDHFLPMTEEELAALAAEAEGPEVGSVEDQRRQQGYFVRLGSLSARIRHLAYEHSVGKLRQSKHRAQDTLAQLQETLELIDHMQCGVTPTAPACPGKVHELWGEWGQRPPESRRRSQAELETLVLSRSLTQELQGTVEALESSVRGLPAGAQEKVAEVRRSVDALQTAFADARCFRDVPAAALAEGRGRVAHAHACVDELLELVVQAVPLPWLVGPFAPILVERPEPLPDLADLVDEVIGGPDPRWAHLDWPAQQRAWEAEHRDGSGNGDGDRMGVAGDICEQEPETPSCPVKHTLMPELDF
Target sequence (Q8WTS1 whole entry, looked up): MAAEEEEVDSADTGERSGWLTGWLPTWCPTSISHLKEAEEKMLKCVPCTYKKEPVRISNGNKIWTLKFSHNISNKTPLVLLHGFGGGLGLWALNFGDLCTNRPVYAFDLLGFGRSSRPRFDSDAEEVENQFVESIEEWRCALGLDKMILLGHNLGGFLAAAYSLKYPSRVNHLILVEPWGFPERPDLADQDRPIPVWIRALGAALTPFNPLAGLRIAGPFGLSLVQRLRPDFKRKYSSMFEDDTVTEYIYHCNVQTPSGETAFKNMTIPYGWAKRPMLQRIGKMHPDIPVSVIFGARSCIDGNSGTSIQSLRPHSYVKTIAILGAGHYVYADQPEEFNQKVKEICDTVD
TWEAK Fn14 block: TWEAK-Fn14 signaling inhibition | inhibition, % at 10 µM | AID 1159606 | TWEAK-stimulated Fn14 reporter cells, luciferase luminescence, 8 h | hit rate 2% among 360,000; in the data active means inhibition above about 50%
NOD2 RIPK2 PPI: blocks binding of human NOD2 to RIPK2; CHO BLA complementation NOD2-RIPK2, CCF4 ratio; inhibition, % at 4.98 µM; O43353; hit rate 0.38% among 360,000; in the data active means inhibition above about 21%;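 further: 0% = vehicle only and 100% = reference blocker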
NCOA2 inhibitor: inhibits human steroid receptor coactivator 2; Q15596; HEK293 GAL4-SRC2 luciferase reporter, luminescence; inhibition, % at 9 µM; hit rate 0.17% among 370,000;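 active means inhibition above the mean inhibition of all tested compounds plus 3 SD, set per campaign, cut at about 52% in these data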;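 further: 0% = DMSO treated cells and 100% = cells given Gossypol at 36 µM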
COUP-TFII inh: inhibitors of human COUP-TFII (NR2F2) | P24468 | HEK293T NGFI-A luciferase reporter, luminescence | inhibition, % at 8.6 µM | hit rate 0.7% among 370,000 | AID 686940;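 active means inhibition above a per-plate cutoff, mean inhibition of test wells between control levels plus 3 SD, cut at about 38% in these data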;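 further: cells cotransfected with COUP-TFII expression vector driving the NGFI-A reporter; 0% = median of COUP-TF2 test wells and 100% = reporter-only cells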
Exocytosis inh: lytic granule exocytosis inhibition | AID 651702 | TALL-104 LAMP-1 surface exposure, flow cytometry; cells stimulated with thapsigargin and PMA | hit rate 0.66% among 360,000 | inhibition, % at 10 µM;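 active means inhibition above about 55%, limit read from the data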
TROY NFkB inh: blocks TROY-dependent signaling in reporter cells. hit rate 0.98% among 360,000. Q293 LMP1-TROYcd NF-kB luciferase reporter, 4 h. inhibition, % at 10 µM;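 active means compounds whose plate-normalised and pattern-corrected inhibition of the luciferase reporter signal at the single screening dose is 50% or more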
The depositor's hits bear a star; nt = no result given. Only part of the results is shown; rates above refer to the full screens.

SMILES	NCOA2 inhibitor	Exocytosis inh	NCOA1 inh	TWEAK Fn14 block	ABHD5 PLIN5 PPI	NOD2 RIPK2 PPI	TLR9-MyD88 inh	TROY NFkB inh	COUP-TFII inh	NR5A2 inv ag	NCOA3 inh
COc1cc(/C=C/CNC[C@H]2O[C@@H](n3cnc4c(N)ncnc43)[C@H](O)[C@@H]2O)ccc1O	nt	-3	0	-25	5	-2	nt	3	nt	2	1
Cc1ccc2c(c1)C(=O)N1[C@H]3c4cc(Br)ccc4OC[C@@H]3[C@H](c3ccccc3)[C@]1(C)C(=O)N2	-24	-5	2	7	-10	7	-1	-15	-22	-4	10
Cc1ccnc(NS(=O)(=O)c2ccccc2)c1	-20	0	7	3	0	5	-5	-6	2	22	-1
N#Cc1ccccc1S(=O)(=O)N1CCN(C(=O)c2cccc(S(=O)(=O)N3CCCC3)c2)CC1	6	4	10	1	3	-5	3	-3	16	-3	8
CCOc1ccc(C(C)=O)cc1CN1C(=O)NC2(CCCCCCC2)C1=O	-33	-1	-16	5	-7	3	-2	3	12	-2	11
COc1cc(C=CC(=O)OCC=Cc2ccc3c(c2)OCO3)cc(OC)c1OC	1	-3	5	-25	15	-2	5	12	20	-1	-11
CCn1c(SCC(N)=O)nc2c(c1=O)C1(CCCC1)Cc1ccccc1-2	7	2	0	-16	-3	-2	-3	24	14	18	3
COC(=O)c1ccc(NC(=O)Cn2nc(-c3ccncc3)nc2SCC(=O)Nc2nccs2)cc1	1	2	1	0	6	-13	-13	16	-2	-15	-10
COc1cc(CN(C)C(=O)C2CCN(S(=O)(=O)c3cccs3)CC2)ccc1OC(F)F	0	-1	-12	-2	-10	-9	-7	21	-11	17	3
Cc1cccn2c(=O)c3cc(C#N)c(=N)n(Cc4cccnc4)c3nc12	-15	-2	-2	1	5	0	-10	-2	2	12	4
Cc1cc(-c2csc(NC(=O)c3ccc(=O)n(C)n3)n2)c(C)n1CC1CCCO1 (stereo not given)	nt	-1	-1	5	0	-3	1	4	nt	0	-14
Cc1ccc(C2C=C(c3ccccc3)Nc3nc(N4C(=O)CCC4=O)nn32)cc1 (stereo not given)	9	-1	1	-10	-3	45*	nt	-2	25	6	7
CC(C)N1C(=O)S/C(=C/c2cccnc2)C1=O	-15	-2	2	-2	10	-4	-5	-17	9	29	-19
COc1ccc(C(=O)NCCS(=O)(=O)N2CCc3ccccc3C2)cc1OC	5	-3	-21	-2	-4	-5	-6	-16	4	6	18
C=C1c2cc3c(cc2NC(=S)N1Cc1ccccc1)OCO3	-21	-3	-10	11	-1	-10	nt	-2	5	18	8
Nc1nonc1-n1nnc(C(=O)N/N=C/c2ccc(Br)cc2)c1-c1ccc2c(c1)OCO2	15	19	-7	-3	3	-2	-9	-18	18	14	6
CCN(CC)c1ccc(NC(=O)C2CCCN(S(=O)(=O)c3cnc[nH]3)C2)c(C)c1 (stereo not given)	-17	4	-5	-9	0	-1	-5	-9	-10	-15	-11
CCCCn1nc(C(=O)N(C)Cc2nc3ccccc3c(=O)[nH]2)c2ccccc2c1=O	-19	2	10	12	-3	1	8	-10	-6	10	-9
Cc1cccc(C)c1N(CC(=O)N/N=C/c1cc(Br)c(C)o1)S(C)(=O)=O	-18	-5	10	22	6	7	4	-52	21	-14	22
O=c1cc(CO)oc(CN2CCN(c3cccc(C(F)(F)F)c3)CC2)c1O	-1	-2	-6	-3	5	7	7	-33	13	-18	-14

Ordered by heavy-atom count (lowest first): some entries from above.
SMILES	NCOA2 inhibitor	Exocytosis inh	NCOA1 inh	TWEAK Fn14 block	ABHD5 PLIN5 PPI	NOD2 RIPK2 PPI	TLR9-MyD88 inh	TROY NFkB inh	COUP-TFII inh	NR5A2 inv ag	NCOA3 inh
Cc1ccnc(NS(=O)(=O)c2ccccc2)c1	-20	0	7	3	0	5	-5	-6	2	22	-1
C=C1c2cc3c(cc2NC(=S)N1Cc1ccccc1)OCO3	-21	-3	-10	11	-1	-10	nt	-2	5	18	8
Cc1cccn2c(=O)c3cc(C#N)c(=N)n(Cc4cccnc4)c3nc12	-15	-2	-2	1	5	0	-10	-2	2	12	4
CCOc1ccc(C(C)=O)cc1CN1C(=O)NC2(CCCCCCC2)C1=O	-33	-1	-16	5	-7	3	-2	3	12	-2	11
CCN(CC)c1ccc(NC(=O)C2CCCN(S(=O)(=O)c3cnc[nH]3)C2)c(C)c1 (stereo not given)	-17	4	-5	-9	0	-1	-5	-9	-10	-15	-11
COc1cc(CN(C)C(=O)C2CCN(S(=O)(=O)c3cccs3)CC2)ccc1OC(F)F	0	-1	-12	-2	-10	-9	-7	21	-11	17	3
Nc1nonc1-n1nnc(C(=O)N/N=C/c2ccc(Br)cc2)c1-c1ccc2c(c1)OCO2	15	19	-7	-3	3	-2	-9	-18	18	14	6
N#Cc1ccccc1S(=O)(=O)N1CCN(C(=O)c2cccc(S(=O)(=O)N3CCCC3)c2)CC1	6	4	10	1	3	-5	3	-3	16	-3	8
COC(=O)c1ccc(NC(=O)Cn2nc(-c3ccncc3)nc2SCC(=O)Nc2nccs2)cc1	1	2	1	0	6	-13	-13	16	-2	-15	-10

(continued)
SMILES	NCOA2 inhibitor	Exocytosis inh	NCOA1 inh	TWEAK Fn14 block	ABHD5 PLIN5 PPI	NOD2 RIPK2 PPI	TLR9-MyD88 inh	TROY NFkB inh	COUP-TFII inh	NR5A2 inv ag	NCOA3 inh
CCNc1ncnc2c1cnn2C1CCCO1 (stereo not given)	1	3	-8	0	-5	10	4	-5	-7	-6	-6
Clc1ccc(C2=NN=C3COc4ccccc4N3C2)cc1	-25	5	4	7	-6	-4	-6	-14	6	4	6
COc1ccc(C(=O)N/C(=C\c2cn(S(=O)(=O)N(C)C)c3ccccc23)C(=O)N2CCCC2)cc1	0	-2	-9	10	2	5	-10	0	0	-12	-6
O=C(CNC(=O)c1cccs1)N=Nc1c(O)[nH]c2ccc([N+](=O)[O-])cc12	4	4	8	-28	-3	-5	-11	4	-7	6	5
COC(=O)Cc1ccc(NC(C)=O)cc1	2	-2	-26	-8	8	4	-3	2	14	3	5
COc1ccccc1CNC(=O)CS(=O)Cc1nc(-c2ccccc2C)oc1C (stereo not given)	2	1	5	-11	-1	0	6	-14	8	21	3
Nc1ccc(C(=O)OCC(=O)NC2CCS(=O)(=O)C2)cc1[N+](=O)[O-] (stereo not given)	6	1	6	-7	4	-6	-3	4	-13	1	7
COc1cc(C2C(C#N)=C(N)Oc3cc(C)oc(=O)c32)cc(OC)c1OC (stereo not given)	6	-6	-2	-2	-11	-11	-1	4	-24	2	14
CC(=O)c1ccc(S(=O)(=O)NCc2cccnc2)cc1	2	-2	-5	4	-1	-5	3	2	-8	-4	-9
Cc1ccc(-n2c(C)cc(/C=C3\NC(=O)NC3=O)c2C)c(C)c1	-5	-1	-3	0	-9	-1	-3	3	-19	-14	-15
COC(=O)C1=C(C)N(C2CCCCC2)C(=O)C1	-14	0	2	-4	-1	0	6	5	-7	13	18
CS(=O)(=O)N1CCC(C(=O)Nc2ccc(Oc3ccccc3)cc2)CC1	-6	-3	-1	21	18	-1	-5	-17	-2	7	17
CC(=O)Nc1ccc(NC(=O)C(C)OC(=O)/C(C#N)=C/c2ccc(N(C)C)cc2)cc1 (stereo not given)	-53	-4	-104	-33	-4	1	-7	-40	-25	-48	-43
Cc1cc(NC(=O)c2ccc3c(c2)C(=O)N(C(C)(C)C)C3=O)no1	15	1	-63	-6	-2	-4	-4	-20	-18	14	-8
Cc1cccc(OCc2nnc(SCc3nc4ccccc4c(=O)[nH]3)o2)c1	6	16	-8	-18	1	-10	10	-6	-3	-8	3
Cc1ccc(-n2nc(C)c(Sc3ccccc3[N+](=O)[O-])c2N)cc1	-8	1	11	4	0	-14	-8	-7	-2	-1	1
COc1ccc(C(=O)CSc2nccn2C)c(OC)c1	-46	-1	-66	-7	-2	-1	10	-20	-15	-104	-65
Cc1ccccc1OCC(=O)OCC(=O)c1ccc(OC(=O)c2ccccc2)cc1	1	0	12	-19	-3	-1	3	-40	5	-11	-10
COc1ccc(NC(=O)CCCOc2ccc(C(C)=O)cc2)cc1S(=O)(=O)N1CCCCC1	9	-4	11	15	-6	5	-6	36	34	15	24
COc1cc(C2C3=C(CCCC3=O)OC3=C2C(=O)CCC3)ccc1OCC(=O)Nc1ccccc1	-14	-3	1	20	2	-7	3	16	4	3	16
CC1CN(C(C)C)C(=S)NC1=O (stereo not given)	17	-2	2	8	2	-18	-7	-3	3	-1	-10
Fc1cccc(COc2ccccc2CNc2ccccc2)c1	-12	3	8	-14	-6	6	-8	-5	-5	-17	6
O=C(CCNC(=O)c1ccc([N+](=O)[O-])cc1)NCC1COc2ccccc2O1 (stereo not given)	-19	2	-9	1	7	-4	5	9	-19	10	3
CCCCn1c(N)c(N(CCOC)C(=O)c2oc3ccc(Br)cc3c2C)c(=O)[nH]c1=O	-19	4	-23	0	-1	-6	9	-1	-2	-4	12
CC(C)c1ccc(OCCCCN2CCCCC2)cc1	-47	-4	-2	-15	-7	17	-1	12	10	13	3
COc1ccc(C(=O)Nc2ccc3[nH]ncc3c2)cc1OC	-38	-4	15	-14	9	-10	5	12	-22	-2	-11
Cn1c(SCc2ccc(F)cc2)nnc1-c1cnccn1	0	1	-16	-2	3	-6	1	-38	16	-2	-20
COc1ccc(CC(=O)NCc2cn3ccsc3n2)cc1	-16	-2	-4	3	1	4	-14	23	4	0	12
Cc1cccc(NC(=O)c2cnc3sccn3c2=O)c1	-26	1	-101	24	-1	2	1	-13	-65	-91	-99
COc1cc(NC(=S)N2CCCCC2C)cc(OC)c1OC (stereo not given)	10	1	-11	-2	-2	4	-1	2	-11	11	-15
CC1=CC2=NC(=O)/C(=C\c3cccn3CCOc3ccccc3)C(=N)N2O1	4	2	-2	2	-2	-4	1	5	-11	16	-3
CCCCCCN1C[C@H](O)[C@@H](n2cc(C3CC3)nn2)C[C@@H]1c1ccc(Cl)cc1	3	-8	1	-2	3	9	2	-19	19	-15	-13
O=C(CSc1ncnc2sc3c(c12)CCCC3)c1ccco1	-38	-2	-103	-10	11	7	-18	-9	-6	-23	-2
COc1cccc(NC(=O)[C@H](Cc2ccccc2)NC(=O)[C@@H]2Cc3ccccc3CN2)c1	-9	-1	-18	7	1	-7	-6	-18	-24	-28	-5
CCOCN(C(=O)Cn1c(CO)nc2ccccc21)c1c(C)cccc1CC	5	2	-3	-3	2	-2	5	0	12	-1	15
Cc1noc(C)c1C(=O)Nc1sc2c(c1C(N)=O)CCCCC2	-5	-1	-4	25	-18	-3	8	2	-16	6	6
